Glioma ERSR ind – ER stress response induction in glioma; U87-MG GRP78 promoter luciferase reporter, 16 h; Potency, µM, inactives show at the highest dose activation, most hits filed as activators; 0.02% of 420,000 active; AID 602332; also: potency is read from the fitted curve at half-maximal effect; series mostly up to about 76 µM; % of control where 0% means no effect; nearly all actives have a fitted effect of over 35% in size
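ERSR induction read as luciferase luminescence (Bright-Glo, 10 min at room temperature) in stably transfected human U87-MG glioma cells exposed to compounds for 16 h, using GRP78 as sensor.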
D2 agonist – agonists of human D2 dopamine receptor; HEK293 T-REx D2 cells, calcium flux agonist mode; activation, % at 2 µM; 0.53% of 340,000 active; AID 485358;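 active = activation over 3 SD above normal in the single-dose calcium agonist read, cut at about 30% in these data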; also: 0% is about no effect
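Tetracycline-induced HEK293 Trex cells with D2 receptor force-coupled to calcium signaling, plated overnight at 30 C and loaded with no-wash calcium dye. Calcium flux read kinetically for 180 s after compound addition; responses flag agonists.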
RGS4 inh – inhibitors of human regulator of G protein signaling 4 | Potency, µM (series often up to 114 µM), without a hit: at the top dose activity change, negative = inhibition, hits mostly inhibitors | 0.039% of 390,000 active | AID 504845 | P49798 | Transcreener GDP fluorescence polarization, RGS4-accelerated GTP hydrolysis; also: potency is read from the fitted curve at half-maximal effect; % is scaled to controls: 0 for no effect and ±100 for the full control effect; nearly all actives have a fitted effect of over 75% in size; some results filed as inactive show a strong effect at the top dose
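MLSMR compounds (23 nl, pin-transferred) preincubated 10 min at room temperature with a 500nM (2x) first reagent, then RGS4 at 900nM (2x) plus Transcreener GDP mix added; fluorescence polarization (620/688 nm) read before and after 90 min at 30 °C.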
ERG Ets-DNA blk – blocks human ERG Ets domain binding to DNA; Potency, µM (series often up to 76.9 µM), for inactives: at the highest dose FP activity, negative = inhibition, usual class: inhibitors; 0.028% of 370,000 active; fluorescence polarization, His-ERG Ets domain / labelled DNA; active = well fitted inhibition curve with a large enough effect in the polarisation, with a control signal flat; inconclusive = small, poorly fitted or top-dose-only effect, or effect the other way, or a change in a side signal; inactive = no such curve, though single readings can be large or run the other way; the % refers to the polarisation;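 also: polarization taken with two DNA probes labelled with fluorescein and Texas red; potency is read from the fitted curve at half-maximal effect; % of control where 0% means no effect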
Target sequence (P11308 whole entry, looked up, the tested form may be a part): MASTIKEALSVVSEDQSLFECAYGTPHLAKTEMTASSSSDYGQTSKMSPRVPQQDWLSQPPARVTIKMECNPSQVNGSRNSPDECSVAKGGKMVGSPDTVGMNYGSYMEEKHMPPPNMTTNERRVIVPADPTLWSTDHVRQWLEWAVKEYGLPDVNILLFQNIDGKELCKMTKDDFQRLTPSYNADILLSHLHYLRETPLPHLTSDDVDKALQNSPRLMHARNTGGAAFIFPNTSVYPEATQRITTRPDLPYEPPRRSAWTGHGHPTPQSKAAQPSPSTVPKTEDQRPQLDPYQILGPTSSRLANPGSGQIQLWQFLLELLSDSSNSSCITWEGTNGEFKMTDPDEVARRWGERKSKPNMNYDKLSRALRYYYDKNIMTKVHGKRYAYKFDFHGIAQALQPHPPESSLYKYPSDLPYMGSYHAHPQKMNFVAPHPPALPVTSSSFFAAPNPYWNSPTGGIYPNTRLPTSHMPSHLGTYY
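His-tagged ERG Ets domain (1 uM in the protein solution; 300mM KCl, 50mM Tris-HCl, 1mM EDTA, 1mM DTT, pH 7.5) received compound, then a probe mix of 5 nM fluorescein-DNA and 100nM Texas-615-DNA. Fluorescence polarization was read for both dyes.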
Vif-A3F inh – blocks the Vif interaction with APOBEC3F. AID 602313. 0.2% of 390,000 active. HeLa A3F-eYFP + Vif (tagged APOBEC3F with the HIV-1 protein that degrades it), YFP fluorescence increase. Potency, µM (top dose mostly 46.1 µM), without a hit: at the top dose activity, negative = active; also: potency is read from the fitted curve at half-maximal effect; % of control where 0% means no effect; nearly all actives have a fitted effect of over 65% in size
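Fluorescence increase (Ex 488/Em 500-530) after overnight compound treatment at 37 deg C flags inhibition of Vif-driven A3F-eYFP loss in stable HeLa A3F-eYFP/Vif cells seeded overnight beforehand.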
Vif-A3G inh – blocks the Vif interaction with human APOBEC3G; Q9HC16; HeLa A3G-eYFP + Vif (tagged APOBEC3G with the HIV-1 protein that degrades it), YFP fluorescence, overnight; Potency, µM (series often up to 46.1 µM), inactives show at the highest dose activity, negative = active, actives largely listed as inhibitors; 0.076% of 410,000 active;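 also: potency is read from the fitted curve at half-maximal effect; % is scaled to controls: 0 for no effect and ±100 for the full control effect; nearly all actives have a fitted effect of over 60% in size; hits raise eYFP signal because A3G escapes Vif-driven loss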
Target sequence (Q9HC16 whole entry, looked up): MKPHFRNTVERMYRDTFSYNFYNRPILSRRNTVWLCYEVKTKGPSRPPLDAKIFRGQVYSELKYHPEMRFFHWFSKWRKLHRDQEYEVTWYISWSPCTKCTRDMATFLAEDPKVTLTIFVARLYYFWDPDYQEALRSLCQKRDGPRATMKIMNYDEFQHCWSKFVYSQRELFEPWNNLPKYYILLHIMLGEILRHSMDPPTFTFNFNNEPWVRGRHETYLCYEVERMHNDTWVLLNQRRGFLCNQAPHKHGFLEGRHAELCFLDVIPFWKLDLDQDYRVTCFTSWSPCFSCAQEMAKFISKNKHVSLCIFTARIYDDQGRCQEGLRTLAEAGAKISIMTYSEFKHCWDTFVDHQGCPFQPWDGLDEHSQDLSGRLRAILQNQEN
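HeLa cells stably expressing Vif and C-terminally eYFP-tagged A3G, seeded overnight at 37 deg C, then exposed to compound by pintool overnight at 37 deg C. Rise in yellow fluorescence (Ex 488/Em 500-530, Acumen) marks blocked Vif-driven A3G degradation.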
LDHA block – LDHA (human) enzyme inhibition | P00338 | activity change, % (values are at about 110 or 230 µM) | 0.15% of 480,000 active | purified LDHA, NADH/diaphorase-resazurin fluorescence; active compounds read low; in the data active = activity change below about -30%; inconclusive = mostly about -25% to -30%;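 also: plate controls were DMSO wells for no effect and wells without enzyme for full effect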
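LDH5 2 nM; NADH 0.06 mM, pyruvate 0.2 mM; 200 mM Tris pH 7.4, EDTA, Tween-20; 5 min RT. Detection: diaphorase 0.133 mg/mL + resazurin 37 µM, fluorescence ex540/em590 at 0 and 20 min; normalized to enzyme-free and DMSO wells.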
D2 antagonist – antagonizes the human D2 dopamine receptor | P14416 | AID 485344 | inhibition, % at 10 µM | HEK293 TREx D2 cells, calcium flux, dopamine EC80 | 2% of 340,000 active; in the data active = inhibition above about 30%; also: 0% is about no effect
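In this primary screen, negative modulation is detected by tracking calcium flux after an EC80 dopamine challenge in inducible HEK293 T-REx D2 cells preexposed to test compound for 180 s.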
12-LOX inh – ALOX12 (human) lipoxygenase inhibition; P18054; purified 12hLO, xylenol orange hydroperoxide absorbance; Potency, µM (titrated, usually from 108 µM), inactives show top-dose activity change, negative = inhibition, usual class: inhibitors; 1.1% of 580,000 active; also: potency is read from the fitted curve at half-maximal effect; % is scaled to controls: 0 for no effect and ±100 for the full control effect
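Purified human 12hLO at 150 nM in 25 mM Hepes, 0.01% Triton X-100, pH 7.0, preincubated 15 min at room temperature with compound. Reaction started with 40 uM arachidonic acid, 30 min at room temperature. Hydroperoxide measured by Fe-xylenol orange, 573/405 nm absorbance ratio.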
Numbers without * were called inactive; u = inconclusive; x = no result given; & = joins results of further samples; [ ] = another dose, or the depositor's remark. Unless noted, calls follow the shape of the dose curve; as a rule, active = well fitted curve in the direction sought with a large enough effect; inconclusive = small, poorly fitted or top-dose-only effect, or another doubt; inactive = no such curve, though single readings can be large; an effect the other way counts as inactive or inconclusive. Some of the compounds tested; count on the stated rates, not on these rows.

Order of results – Glioma ERSR ind	D2 agonist	RGS4 inh	ERG Ets-DNA blk	Vif-A3F inh	Vif-A3G inh	LDHA block	D2 antagonist	12-LOX inh
- Cc1ccc(NC(=O)COc2ccc(-c3nn(C)c(=O)c4ccccc34)cc2)c(C)c1
    x	-1.4	-18%	1%	x	x	-6&0	x	2%&-5%
- Cc1ccc(Cn2ccc(NC(=O)c3cc(-c4ccc(Cl)cc4)on3)n2)cc1
    -3%	0.7	9%	-3%	0%	2%	-8	1	u
- O=C(NCCSCc1ccc(Cl)cc1)c1cccs1
    -2%	1.0	20%	-3%	3%	0%	-9	-4	0%
- c1cncc(CSc2nnc3ccc(-c4ccco4)nn23)c1
    -4%	x	-16%[56.9 µM]	10%	4%	0%	-1	x	20%
- Cn1c(SCC#N)nnc1-c1ccc2c(c1)OCO2
    -3%	0.4	9%[11.4 µM]	4%	3%	2%	-8	16	19%
- CCOC(=O)c1cnc(-n2nc(C)cc2C)nc1NC1CCCCC1
    -4%	0.8	2%	-2%	u	-7%	-3	0	u
- CCC(=O)Nc1ccc(N2CCOCC2)c(S(=O)(=O)Nc2ccc(Cl)cc2)c1
    -5%	x	u	6%	1%	3%	-5	x	u
- CN(C)S(=O)(=O)c1ccc(C(=O)OC2CCOC2=O)cc1 (configuration not stated)
    6%	0.0	-14%	1%	19%	7%	-1	-2	-9%
- O=C(CCC(=O)N1Cc2ccccc2Oc2ncccc21)NCc1ccccc1Cl
    -2%	-2.6	9%	-2%	-2%	1%	-14	x	-13%
- CCOC1=C2CN(S(=O)(=O)c3ccc(C)cc3)[C@H](c3ccccc3)C[C@@H]2N(S(=O)(=O)c2ccc(C)cc2)[C@H](c2ccccc2)C1
    -3%	x	x	x	x	-1%	-8	x	11%
- CC(OC(=O)c1cnccn1)C(=O)Nc1nc(-c2cccc([N+](=O)[O-])c2)cs1 (configuration not stated)
    2%	0.7	10%	-3%	8%	4%	2	13	-21%
- CCS(=O)(=O)N1CCc2nc(-c3ccccc3)sc2C1
    -6%	-0.5	-36%	0%	-23%	0%	-5	3	0%
- CCC(=O)NC(=S)N1CCN(c2ccc([N+](=O)[O-])cc2Cl)CC1
    -1%	0.1	-5%	1%	-11%	1%	-6	0	16%
- C=CCNC(=O)c1cc(Cl)ccn1
    2%	2.8	6%	-12%	-10%	2%	-6	-14	-3%
- Cc1oc(-c2ccccc2F)nc1Cn1c(SCc2cccc(C(F)(F)F)c2)nc2ccncc21
    -5%	x	-52%	2%	3%	8%	-11	x	-2%
- COc1cc(OC)cc(C(=O)NNC(=O)C2CSC3(C)CCC(=O)N23)c1 (configuration not stated)
    -3%	-0.1	20%	-1%	7%	0%	-9	-30	5%
- O=C(NC(CSSCC(NC(=O)c1ccccc1)C(=O)O)C(=O)O)c1ccccc1 (configuration not stated)
    -2%	x	-37%	-1%	1%	1%	-4	x	1%
- C=CCOc1nc2sc(C)c(C)c2c(=O)n1-c1ccccc1
    -3%	-1.6	18%	14%	1%	2%	-1	0	0%
- Clc1ccc(-c2csc(N/N=C/c3ccc4c(c3)OCO4)n2)cc1
    4%	-0.1	u	-4%	-2%	0%	-3	35*	-16%
- CC(=O)Nc1ccc(NC(=O)C/C(C)=N/NC(=O)c2cccc3ccccc23)cc1
    -6%	-3.1	-20%	9%	-14%	-25%	-5	-6	5%
- O=C(CCCn1c(=O)c2sccc2n(Cc2cc(=O)n3ccccc3n2)c1=O)NCc1ccco1
    -1%	0.2	0%	2%	-13%	0%	-6	9	15%
- O=C(C[C@H]1C[C@H](C(=O)N2CCOCC2)[C@@]2(CCC3CCCC3)c3[nH]c4cc(-c5ccco5)ccc4c3CCN2C1=O)NCCC1=CCCCC1
    -4%	x	u	13%	7%	5%	-2	x	x
- COC(=O)[C@H](CC(C)C)NC(=O)N1CCCCC1
    -1%	-1.3	-10%	1%	-8%	-11%	-8	5	u
- O=C(Nc1ccc(OCCO)cc1)c1csc([C@@H]2O[C@H](CO)[C@H](O)[C@H](O)[C@H]2O)n1
    1%	x	x	x	x	-4%	0	x	0%
- CCN(c1cc(C)cc(C)c1)S(=O)(=O)c1nnc(NC(=O)C(C)C)s1
    0%	-1.2	-17%	17%	0%	-7%	6	0	73%[activator]
- CC(NC1CCCCC1)C(=O)NN=C(c1ccccc1)c1ccccc1 (configuration not stated)
    -5%	1.2	-16%	-5%	12%	1%	-5	9	5%
- CC(C)n1cc2c(N)ncnc2n1
    -4%	x	2%	-4%	-9%	-1%	1	x	1%
- CCOC(=O)C1(CCc2ccccc2)CCN(C(=O)Cc2nonc2C)CC1
    4%	0.0	-23%	-2%	-1%	0%	1	5	-4%
- COc1ccc(CNC(=O)Nc2ccc3c(c2)c(=O)n(C)n3Cc2cc(C)cc(C)c2)cc1
    -3%	x	x	x	x	-2%	-2	x	3%
- COc1ccc(-c2c(C)n([O-])c3c([n+]2=O)CCCCC3)cc1OC
    -3%	0.5	0%	18%	-5%	0%	-3	16	1%
- Cc1cc(C)n2c(SC(C)C(=O)NC3(C#N)CCCCC3)nnc2n1 (configuration not stated)
    -6%	0.3	-15%	16%	-24%	4%	-5	11	-24%
- O=C(NCc1cccs1)C1CCN(C(=O)NCc2ccccc2)CC1
    -2%	-0.2	26%[11.4 µM]	-3%	8%	-1%	-6	3	0%
- O=C(CN1CCN(Cc2cccc(Cl)c2)C1=O)NCc1ccccn1
    -3%	-0.5	38%	-10%	3%	8%	2	-14	8%
- CC(=O)c1c(C)[nH]c(C(=O)COC(=O)CCCOc2ccccc2)c1C
    -2%	-0.4	12%	-3%	-4%	0%	-6	-5	-4%
- Cn1cc([N+](=O)[O-])c(C(=O)Nc2sc3c(c2C#N)CCC3)n1
    -8%	-0.3	-12%	1%	-3%	u	3	15	-23%
- Cc1cccc(C)c1OCC(O)CNS(=O)(=O)c1ccccc1C(=O)N1CCCCC1 (configuration not stated)
    -2%	-1.1	26%	-1%	-3%	3%	-7	10	-21%
- Cc1[nH]c2ccccc2c1C(=O)COc1ccccc1
    3%	1.1	9%[11.4 µM]	13%	2%	-4%	4&-1	-21	-20%&-4%
- O=C(COc1ccc([N+](=O)[O-])cc1)N(Cc1cccs1)C1CCS(=O)(=O)C1 (configuration not stated)
    -2%	0.4	-20%[56.9 µM]	2%	0%	3%	-2	8	-18%
- COc1ccc(Cn2nnnc2C(c2cccs2)N2CCCCCC2)cc1 (configuration not stated)
    -4%	0.8	5%[11.4 µM]	-8%	3%	0%	-7	-27	-4%
- CCn1c(SCc2nc3ccccc3c(=O)[nH]2)nnc1-c1ccncc1
    0%	0.5	-19%	-6%	5%	0%	0	9	0%
- Cn1nnc(NC(=O)c2ccccc2)n1
    0%	0.6	6%	-5%	8%	-8%	-3	27	-10%
- Cn1c(=O)n(C)c2cc(S(=O)(=O)N3CCCCC3)ccc21
    0%	0.4	7%	2%	10%	0%	-11	4	-15%
- CCOC(=O)C(C)n1cnc2scc(-c3ccc(C)cc3)c2c1=O (configuration not stated)
    0%	0.6	-3%	12%	10%	-11%	3	4	0%
- COc1ccc(CCNC(=O)C2CCN(C(=O)N(C)C)CC2)cc1OC
    1%	-0.4	3%	x	0%	-1%	-3	-4	7%
- COc1ccc(OCC(=O)N/N=C(\CCC(=O)O)c2cccs2)cc1
    0%	4.3	-10%	11%	-3%	-5%	5	-14	1%
- CC(/C=C1\N=C(SCc2ccccc2Cl)SC1=O)=C\c1ccccc1
    -1%	-0.7	-32%	-2%	x	0%	-4	-24	-32%
- CC(=O)Nc1ccc(S(=O)(=O)NCCc2ccc3c(c2)OCCO3)cc1
    -1%	x	x	x	-2%	0%	4	x	-1%
- O=C1Nc2ccccc2N(O)N1c1cc(-c2ccccc2Cl)no1
    -10%	0.8	8%	-3%	-5%	1%	0	2	u
- Cc1ccc(-n2nc(C(=O)Nc3ccc(C)c(F)c3)c(=O)n(C)c2=O)cc1
    -2%	-0.2	-5%	-2%	-7%	-5%	-3	x	-4%
- COc1ccccc1-c1c(C)nn2c(N3CCN(c4ccc(F)cc4)CC3)cc(C)nc12
    -3%	-1.6	-3%	-22%	5%	0%	0	x	-2%
- CCCn1c(=O)c2c(C(F)(F)F)cc(-c3cccs3)nc2n(CCC)c1=O
    -2%	-0.5	16%	-10%	-22%	-14%	0	10	-10%
- CCCNC(=O)COc1ccc2c(=O)c(Oc3ccccc3F)coc2c1
    -5%	-1.6	-26%	-1%	3%	4%	-11	12	-1%
